From PubChem BioAssay
ABHD5-PLIN5 inh = inhibitors of human ABHD5-perilipin-5 interaction; Split G. princeps luciferase complementation, luminescence, 4 h; inhibition, % at 4 µM; 360,000 compounds, 0.78% hits; AID 602281;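 active = inhibition above the mean inhibition across every tested compound plus 3 SD, cut at about 22% in these data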;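 also: 0% = DMSO only wells and the 100% control is not disclosed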
Target sequence (Q00G26 whole entry, looked up): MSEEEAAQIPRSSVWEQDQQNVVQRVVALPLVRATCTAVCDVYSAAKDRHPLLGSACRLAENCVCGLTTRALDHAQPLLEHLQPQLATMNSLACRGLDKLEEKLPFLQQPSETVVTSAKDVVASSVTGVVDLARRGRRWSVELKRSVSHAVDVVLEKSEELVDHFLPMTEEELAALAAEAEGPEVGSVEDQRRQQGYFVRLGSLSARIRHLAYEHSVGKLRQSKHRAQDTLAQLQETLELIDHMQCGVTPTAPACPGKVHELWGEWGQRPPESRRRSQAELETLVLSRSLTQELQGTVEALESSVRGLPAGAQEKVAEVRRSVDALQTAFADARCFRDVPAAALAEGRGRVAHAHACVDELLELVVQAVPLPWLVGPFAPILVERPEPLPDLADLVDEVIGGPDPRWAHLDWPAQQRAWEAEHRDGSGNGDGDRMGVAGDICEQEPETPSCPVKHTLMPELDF
Target sequence (Q8WTS1 whole entry, looked up): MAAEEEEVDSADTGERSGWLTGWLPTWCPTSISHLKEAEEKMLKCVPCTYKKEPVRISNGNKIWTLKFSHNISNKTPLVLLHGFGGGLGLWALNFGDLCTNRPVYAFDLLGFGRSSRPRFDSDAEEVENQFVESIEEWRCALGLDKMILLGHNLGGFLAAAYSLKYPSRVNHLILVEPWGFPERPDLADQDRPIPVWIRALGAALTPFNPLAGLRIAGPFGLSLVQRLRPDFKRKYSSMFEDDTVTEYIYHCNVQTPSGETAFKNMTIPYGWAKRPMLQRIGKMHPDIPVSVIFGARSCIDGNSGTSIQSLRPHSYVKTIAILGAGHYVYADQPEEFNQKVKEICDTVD
NOD2-RIPK2 inh = blocks binding of human NOD2 to RIPK2; O43353; CHO BLA complementation NOD2-RIPK2, CCF4 ratio; inhibition, % at 4.98 µM; 360,000 compounds, 0.38% hits; in the data active = inhibition above about 21%;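 also: 0% = vehicle only and 100% = reference blocker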
H9c2 protect = myocardial damage modulation in H9c2 cells; H9c2 cardiomyocytes, H2O2 injury protection, ATPLite, 2 h; protection from H2O2 cell death, % at 20 µM; 360,000 compounds, 0.63% hits; AID 588492;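 active = compounds giving at least 50% protection of heart cells from peroxide-induced death in the single-dose screen, raw or plate-pattern-corrected value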;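 also: 0% = DMSO wells with peroxide and 100% = DMSO wells without peroxide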
N-glyco inh = blocks N-linked glycosylation in D54 reporter cells. reporter increase, % at 12.5 µM. AID 588692. D54 ERlucT glycosylation luciferase reporter, 24 h; percent of 100 nM tunicamycin response. 360,000 compounds, 0.23% hits;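 active = mean luciferase reporter signal, scaled so untreated is 0 and the glycosylation-blocking control 100, at or above a set limit in every replicate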;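 also: luciferase carries N-glycosylation sites so blocking glycosylation raises the light; 0% = median of neutral control wells and 100% = median of 100 nM tunicamycin wells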
SRC2 inh = inhibits human steroid receptor coactivator 2; inhibition, % at 9 µM; AID 651957; 370,000 compounds, 0.17% hits; HEK293 GAL4-SRC2 luciferase reporter, luminescence; Q15596;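 active = inhibition above the mean inhibition of all tested compounds plus 3 SD, set per campaign, cut at about 52% in these data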;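 also: 0% = DMSO treated cells and 100% = cells given Gossypol at 36 µM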
MC4R antagonist = blocks human MC4R cAMP signaling | P32245 | MC4R-expressing cells, MTII-stimulated cAMP, LANCE TR-FRET | inhibition, % at 6.5 µM | 360,000 compounds, 0.48% hits | AID 540295;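 active = inhibition above its plate's cutoff, the mean of tested wells on that plate plus 3 SD, cut at about 29% in these data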;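 also: 0% = Melanotan II alone and 100% = Melanotan II plus saturating MCL0020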
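Material – human MC4R-expressing U2OS cells · Repeats – no replicates · Detection – TR-FRET with Eu-cAMP and labeled anti-cAMP, 671 nm · Times – compound 30 min, challenge 1 h, detection 1 h · Compound – single nominal compound dose of 6.5 µM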
TLR9-MyD88 inh = blocks human TLR9 binding to MyD88; Q9NR96+Q99836; CHO BLA complementation TLR9-MyD88, CCF4 FRET ratio; inhibition, % at 4.98 µM; 340,000 compounds, 0.21% hits; AID 504734;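 active = inhibition above the mean over all tested compounds plus 3 SD, cut at about 21% in these data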;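 also: 0% = DMSO only wells and 100% = clavulanate BLA inhibitor control wells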
HTR2A ag = mouse HTR2A agonism via beta-arrestin recruitment; P35363; CHO-K1 mHTR2A beta-arrestin complementation, luminescence; percent of 30 µM serotonin response; activation, % at 7.6 µM; 360,000 compounds, 0.66% hits; AID 624169;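 active = activation above a run cutoff, the mean activation of all tested compounds plus 3 SD, cut at about 14% in these data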;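 also: 0% = plate median of compound wells and 100% = 30 µM serotonin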
MC4R ag barr = human MC4R agonism via beta-arrestin | P32245 | U2OS MC4R beta-arrestin complementation, luminescence; percent of melanotan II response, DMSO zero | activation, % at 8.9 µM | 360,000 compounds, 0.98% hits | AID 540308;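 active = activation above a per-plate cutoff, the mean activation of sample wells on that plate plus 3 SD, cut at about 8% in these data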
ABCB6 inh MLPCN = inhibitors of human ABC transporter ABCB6; fluorescence ratio to DMSO, % at 10 µM; Q9NP58; 360,000 compounds, 0.19% hits; K562-ABCB6 porphyrin accumulation, flow cytometry, 1 h; hits give low values;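 active = fluorescence ratio to DMSO below 75%, the collection mean minus 3 SD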;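 also: signal is porphyrin accumulated inside mitochondria; 100% equals median channel fluorescence of DMSO control wells; lower ratio means ABCB6 inhibition with less porphyrin fluorescence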
The depositor's hits bear a star; / = not tested or not shown. Not all compounds are listed. The share of hits here may be higher or lower than overall.

(1) Cc1ccn2c(C(=O)CSc3ccccc3)c(C)nc2c1
(2) O=C(CSCc1cnn(-c2ccccc2)c1-n1cccc1)N1CCN(Cc2ccccc2)CC1
(3) CN(C)c1ccc(C(=O)/C=C/c2ccccc2)cc1
(4) NC(=O)COC(=O)c1ccccc1OCc1ccccc1
(5) Cc1cccc(NC(=O)c2cc([N+](=O)[O-])ccc2N2CCCCC2)n1
(6) COc1ccc(C2=NOC(Cn3nc(C(=O)NCc4cccc(C(F)(F)F)c4)cc3-c3ccccc3)C2)cc1 (configuration not stated)
(7) COC(=O)c1nn(-c2cccc(C)c2)c2nnc(Cc3ccccc3)c(=O)n12
(8) O=C(c1cccc(F)c1)n1nnc2ccccc21
(9) CCOc1cc(C(=O)NC(C)C2CC3CCC2C3)cc(OCC)c1OCC (configuration not stated)
(10) CC(Oc1ccccc1Cl)C(=O)Nc1ccc(S(=O)(=O)N2CCCC2)cc1 (configuration not stated)

screen / no.,1,2,3,4,5,6,7,8,9,10
ABHD5-PLIN5 inh,3,6,7,6,-2,-7,8,1,8,-4
NOD2-RIPK2 inh,4,7,8,-5,-2,-10,4,-11,-7,-9
H9c2 protect,-3,-9,-10,12,-4,-1,-1,-2,37,0
N-glyco inh,-11,2,-8,2,-1,-7,1,-2,-2,-7
SRC2 inh,-51,0,-60,-23,-4,-3,-12,10,-20,16
MC4R antagonist,0,7,24,1,7,2,3,9,14,17
TLR9-MyD88 inh,5,-9,4,0,-9,8,-1,2,/,2
HTR2A ag,-2,4,-3,3,-2,-5,0,6,-7,-2
MC4R ag barr,-4.6,-1.7,-4.1,-1.3,0.1,0.1,-1.4,-2.7,3.4,2.6
ABCB6 inh MLPCN,99,99,99,94,97,102,86,87,98,100

The final three compounds of the section before are carried over, then new ones follow:
(8) O=C(c1cccc(F)c1)n1nnc2ccccc21
(9) CCOc1cc(C(=O)NC(C)C2CC3CCC2C3)cc(OCC)c1OCC (configuration not stated)
(10) CC(Oc1ccccc1Cl)C(=O)Nc1ccc(S(=O)(=O)N2CCCC2)cc1 (configuration not stated)
(11) O=C(NCCc1cccc(Cl)c1)c1ccc(Cl)c([N+](=O)[O-])c1
(12) CO/N=C/C1CCN(c2ncc(C(F)(F)F)cc2Cl)C1=O (configuration not stated)
(13) Cn1c(CCN2CCN(c3ccc(F)cc3)CC2)nc2cc(NC(=O)c3ccco3)ccc21
(14) CN(C)/C=C/C(=O)c1ccc(-n2cccc2)cc1
(15) Cc1ccccc1NC(=O)CC1C(=O)Nc2ccccc2N1CC(=O)N(C)C1CCS(=O)(=O)C1 (configuration not stated)
(16) CCOC(=O)c1csc(NC(=O)CN2CCN(C)CC2)n1
(17) C=CCNC(=S)/C(=C(/[O-])c1ccc([N+](=O)[O-])cc1)[n+]1ccccc1
(18) Cc1cc(C)cc(NC(=O)CN(C)S(=O)(=O)c2cnc[nH]2)c1
(19) O=C(CCc1nc2ccccc2s1)N1CCN(S(=O)(=O)c2cccs2)CC1
(20) CC(=O)N1CCN(c2ccccc2NC(=O)COc2ccc(Br)cc2)CC1

screen / no.,8,9,10,11,12,13,14,15,16,17,18,19,20
ABHD5-PLIN5 inh,1,8,-4,-7,-3,6,3,-4,5,-4,-5,-6,-1
NOD2-RIPK2 inh,-11,-7,-9,4,-4,-3,8,2,-4,3,-3,2,0
H9c2 protect,-2,37,0,-2,11,7,-21,13,5,-5,-3,11,2
N-glyco inh,-2,-2,-7,-1,0,-7,-3,2,0,1,2,0,0
SRC2 inh,10,-20,16,-6,14,1,-48,-10,8,5,-7,-20,-11
MC4R antagonist,9,14,17,23,6,1,9,-3,6,4,-1,9,5
TLR9-MyD88 inh,2,/,2,-8,4,-11,0,-7,5,-9,4,-8,1
HTR2A ag,6,-7,-2,0,0,-8,5,3,7,-2,4,10,-1
MC4R ag barr,-2.7,3.4,2.6,-4.4,0.1,-3.0,-1.4,-3.2,-1.7,-1.6,-2.2,-1.1,-0.5
ABCB6 inh MLPCN,87,98,100,95,98,100,101,95,94,96,99,88,94

(21) Cc1ccc(C)c(CN2C(=O)C(C)Oc3ccc(C)cc32)c1 (configuration not stated)
(22) O=C(/C=C1\NC2(CCCC2)Cc2ccccc21)C(=O)N/N=C/c1ccccc1O
(23) CC#CCNCc1ccccc1
(24) N#CCCN(C(=O)COC(=O)c1ccc(Cl)nc1)c1ccc2c(c1)OCCO2
(25) C=CCNc1nc2ccccc2nc1NS(=O)(=O)c1ccc(F)cc1
(26) Cc1nn(Cc2c(Cl)cccc2Cl)c(C)c1NC(=O)CCCn1nc(C)c([N+](=O)[O-])c1C
(27) COCCCN(CC(=O)NCc1ccccc1)S(=O)(=O)c1ccc(C)cc1
(28) Cc1cc(C)c(NC(=O)CSc2nc3ccccc3c(=O)n2CCCN2CCOCC2)c(C)c1
(29) CN(C)C(=O)CCc1ccc2c3c([nH]c2c1)[C@]1(CCC2CCCC2)[C@@H](C(=O)N2CCOCC2)C[C@H](CC(=O)NC(C)(C)C)C(=O)N1CC3
(30) CCN(CC(N)=O)S(=O)(=O)c1ccc(Br)cc1

screen / no.,21,22,23,24,25,26,27,28,29,30
ABHD5-PLIN5 inh,-3,-1,0,-1,-7,-3,-1,-1,0,-1
NOD2-RIPK2 inh,12,-8,-8,-4,-2,-1,-12,4,5,-5
H9c2 protect,-23,80*,-23,0,-2,15,0,4,6,-2
N-glyco inh,-4,-5,/,0,3,0,3,1,1,1
SRC2 inh,9,8,-1,1,-12,-3,-4,7,11,-9
MC4R antagonist,5,0,-2,14,8,11,-1,1,2,-3
TLR9-MyD88 inh,-3,-11,-5,4,-1,-4,-17,-6,1,-7
HTR2A ag,-4,-7,7,1,-2,2,1,1,6,2
MC4R ag barr,-0.1,-1.1,2.0,3.5,-0.4,-1.6,-0.7,-2.3,-2.2,0.8
ABCB6 inh MLPCN,100,104,98,99,98,98,94,91,87,95

(31) O=C(NNC1CC(c2ccccc2)=NN1C(=O)c1ccccc1)c1ccccc1 (configuration not stated)
(32) COc1ccc(C(CNC(=O)Cn2[nH]c(=O)c3ccccc3c2=O)N2CCCC2)cc1 (configuration not stated)
(33) O=S(=O)(c1ccc(Cl)cc1)N1c2ccccc2Oc2nc3ccccc3nc21
(34) CNc1nc(N)c([N+](=O)[O-])c(Nc2cccc(Cl)c2)n1
(35) COc1ccc(CCNC(=O)c2cnccn2)cc1
(36) COc1ccc(NC(=O)C(NC(C)=O)C(=O)NCc2ccc(F)cc2)cc1 (configuration not stated)
(37) CS(=O)(=O)c1ccc(NCCc2ccccn2)c([N+](=O)[O-])c1
(38) Cc1ccc(NC(=O)CN(C)C(=O)CSc2nnc(NC(C)C)s2)cc1
(39) Cc1cc(C)c(NC(=O)Cn2nnc(C(=O)NCc3ccco3)c2N)c(C)c1
(40) CN=C(Nc1ccccc1)SC1CC(=O)N(c2ccc(C(=O)OC)cc2)C1=O (configuration not stated)

screen / no.,31,32,33,34,35,36,37,38,39,40
ABHD5-PLIN5 inh,-3,4,-6,0,-6,3,3,6,8,-1
NOD2-RIPK2 inh,-3,-11,-1,-13,0,3,2,-7,9,10
H9c2 protect,0,45,8,0,-8,9,8,1,-1,0
N-glyco inh,-3,-4,7,4,2,-1,-2,3,1,-1
SRC2 inh,-7,-38,-14,-39,4,-2,-9,-12,-8,-4
MC4R antagonist,9,2,4,4,-6,2,6,2,2,4
TLR9-MyD88 inh,-10,2,-2,/,-4,0,-3,0,-1,-2
HTR2A ag,-6,1,-6,-1,1,4,2,-12,1,3
MC4R ag barr,1.2,-1.0,-1.0,-1.3,1.3,0.9,0.8,-1.0,4.7,3.4
ABCB6 inh MLPCN,100,103,98,94,98,98,89,100,95,100

2 records picked at random from those above, as already listed:
(30) CCN(CC(N)=O)S(=O)(=O)c1ccc(Br)cc1
(37) CS(=O)(=O)c1ccc(NCCc2ccccn2)c([N+](=O)[O-])c1

screen / no.,30,37
ABHD5-PLIN5 inh,-1,3
NOD2-RIPK2 inh,-5,2
H9c2 protect,-2,8
N-glyco inh,1,-2
SRC2 inh,-9,-9
MC4R antagonist,-3,6
TLR9-MyD88 inh,-7,-3
HTR2A ag,2,2
MC4R ag barr,0.8,0.8
ABCB6 inh MLPCN,95,89

Following part:
(41) Cc1ccc(-n2c(SCC(=O)N/N=C/c3ccccc3C(=O)O)nnc2-c2ccccc2)cc1
(42) Clc1ccc(C(c2ccccc2Cl)C(Cl)Cl)cc1 (configuration not stated)
(43) Cc1nc2c(C#N)c[nH]n2c(=O)c1CCO
(44) CN(C)S(=O)(=O)c1ccc(N2CCCC2)c(C(=O)Nc2nc3ccccc3s2)c1
(45) CCOc1ccccc1N1CCN(C(=O)c2cc3c(s2)CCC3)CC1
(46) COC(=O)c1sc(N)c(C(=O)OC)c1COC(=O)CNS(=O)(=O)c1ccc(C)c(C)c1
(47) O=C(Nc1ccc(F)cc1)c1cc(Cl)sc1Cl
(48) O=C1C(c2ccncc2)N(CCC2=CCCCC2)C(=O)CN1C1CCCCC1 (configuration not stated)
(49) CCOC(=O)Cn1c(C)cc(=O)c2ccccc21
(50) O=C(OCCN=C1NS(=O)(=O)c2ccccc21)C1CC(=O)N(c2ccc(Cl)cc2)C1 (configuration not stated)

screen / no.,41,42,43,44,45,46,47,48,49,50
ABHD5-PLIN5 inh,3,0,0,4,7,-5,4,8,4,3
NOD2-RIPK2 inh,-11,-14,-4,-18,-1,-2,-9,-6,-4,5
H9c2 protect,5,-19,1,-8,6,19,0,-3,-8,-9
N-glyco inh,1,1,2,90*,-2,0,2,-1,-1,0
SRC2 inh,22,16,-3,-21,12,-4,-47,0,15,2
MC4R antagonist,7,0,9,0,8,32*,8,12,12,1
TLR9-MyD88 inh,-7,-2,1,3,-3,-5,-14,-4,5,-6
HTR2A ag,-2,4,2,3,-3,1,1,-3,6,1
MC4R ag barr,-2.0,1.4,1.6,0.4,-0.9,0.6,-1.7,0.1,-1.5,-0.5
ABCB6 inh MLPCN,95,85,94,99,95,99,104,96,94,93

(51) CCN(Cc1cccc(F)c1)C(=O)c1ccc2ccccc2n1
(52) Cn1c(=O)[nH]c(=O)c2c1nc(N1CCCCC1)n2CC(O)COc1ccc([N+](=O)[O-])cc1 (configuration not stated)
(53) Cc1ccc(CNC(=O)CCS(=O)(=O)c2cc3c(cc2C)NC(=O)CO3)cc1
(54) CCC(C)CCN1C(Nc2ccccc2)=NC[C@@H]1C (some centres not stated)
(55) O=c1c2cc(-c3ccccc3)sc2ncn1/N=C/c1ccco1

screen / no.,51,52,53,54,55
ABHD5-PLIN5 inh,-3,4,8,5,1
NOD2-RIPK2 inh,-9,6,16,-10,-10
H9c2 protect,-2,36,5,-14,2
N-glyco inh,0,2,0,-1,1
SRC2 inh,-17,30,0,-6,-26
MC4R antagonist,-2,5,24,3,-6
TLR9-MyD88 inh,-2,3,-14,5,2
HTR2A ag,-5,4,1,3,-5
MC4R ag barr,-0.4,1.0,-0.3,-1.2,-2.0
ABCB6 inh MLPCN,100,100,103,102,98
